# FUS yeast rescue: rescues growth of FUS-expressing yeast | S. cerevisiae FUS-expressing, growth rescue, OD600, 24 h | Potency, µM (highest dose often 76.6 µM), without a hit: top-dose growth rescue (activation), hits mostly activators | hit rate 0.24% among 390,000;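 also: potency is read from the fitted curve at half-maximal effect; plate controls were DMSO vehicle for no effect and reference control for full effect; nearly all actives have a fitted effect of over 55% in size; some results filed as inactive show a strong effect at the top dose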
#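 Absorbance at 600 nm, taken 24hr after compound addition, measured rescue of FUS-yeast growth at 30C. Induction used 2% galactose with seeding at OD 0.005. Controls: CP55940 from 92uM final, DMSO only.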
# PTHR1 ag: activates the human parathyroid hormone receptor PTHR1; HEK293 GP2 PTHR1 cells, GloSensor cAMP luminescence, 1 h; Potency, µM (titrated, usually from 115 µM), without a hit: at the top dose activation, actives largely listed as activators; hit rate 0.075% among 410,000; Q03431; also: potency is read from the fitted curve at half-maximal effect; nearly all actives have a fitted effect of over 55% in size; some results filed as inactive show a strong effect at the top dose; inactives centre near -15; many of its hits are not listed in these tables
# Target sequence (Q03431 whole entry, looked up): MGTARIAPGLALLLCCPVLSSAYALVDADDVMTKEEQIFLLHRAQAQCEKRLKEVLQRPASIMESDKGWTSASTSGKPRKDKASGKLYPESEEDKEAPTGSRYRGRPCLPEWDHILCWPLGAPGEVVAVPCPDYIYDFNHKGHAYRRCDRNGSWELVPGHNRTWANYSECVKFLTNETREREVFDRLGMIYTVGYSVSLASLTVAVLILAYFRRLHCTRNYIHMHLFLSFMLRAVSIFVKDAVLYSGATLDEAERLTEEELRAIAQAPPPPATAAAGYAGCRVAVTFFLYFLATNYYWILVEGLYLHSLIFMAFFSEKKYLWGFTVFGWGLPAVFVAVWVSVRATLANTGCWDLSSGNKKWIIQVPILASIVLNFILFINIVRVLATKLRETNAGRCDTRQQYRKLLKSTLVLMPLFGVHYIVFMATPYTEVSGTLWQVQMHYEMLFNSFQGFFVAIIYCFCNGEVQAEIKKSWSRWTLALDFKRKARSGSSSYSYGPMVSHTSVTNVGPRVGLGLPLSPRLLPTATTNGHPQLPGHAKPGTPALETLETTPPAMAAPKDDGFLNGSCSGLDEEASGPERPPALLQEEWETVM
#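 HEK-293-derived GP2 cells expressing PTHR1 and a GloSensor cAMP reporter, 3,000/well, plated overnight, given luciferin plus IBMX (each 0.5 mM as added) for 1 h at 37 °C, then compound for 1 h at 37 °C. Luminescence was read after 15 min at room temperature.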
# GLP1R inv ag: acts as inverse agonist at human GLP-1 receptor | P43220 | HEK293 GLP-1R CRE-luciferase, luminescence, 24 h; GLP-1R form is constitutively active | Potency, µM (top dose mostly 38.3 µM), for the others: at the highest dose activity change, negative = inhibition, hits mostly inhibitors | hit rate 1.6% among 410,000 | AID 624417; also: potency is read from the fitted curve at half-maximal effect; % is scaled to controls: 0 for no effect and ±100 for the full control effect; nearly all actives have a fitted effect of over 55% in size
# Target sequence (P43220 whole entry, looked up): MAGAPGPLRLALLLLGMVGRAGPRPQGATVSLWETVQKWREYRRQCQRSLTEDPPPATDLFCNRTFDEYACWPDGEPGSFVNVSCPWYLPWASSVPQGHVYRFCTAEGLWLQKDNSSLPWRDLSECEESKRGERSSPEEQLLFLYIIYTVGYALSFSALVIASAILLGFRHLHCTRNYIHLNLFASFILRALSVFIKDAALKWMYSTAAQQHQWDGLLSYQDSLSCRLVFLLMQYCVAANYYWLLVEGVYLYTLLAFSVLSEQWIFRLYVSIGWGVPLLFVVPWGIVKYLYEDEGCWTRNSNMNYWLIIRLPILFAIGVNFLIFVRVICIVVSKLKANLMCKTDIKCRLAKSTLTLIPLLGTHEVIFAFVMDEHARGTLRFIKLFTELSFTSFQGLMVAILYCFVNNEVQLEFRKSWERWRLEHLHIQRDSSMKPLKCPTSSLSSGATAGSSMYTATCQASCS
#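 HEK293 cells stably co-expressing constitutively active GLP-1R and a cAMP-responsive luciferase reporter were seeded in DMEM with 10% Nu serum, given compounds after 12 h, and incubated 24 h at 37 deg C. Luminescence was then read.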
# HEK293 tox: cytotoxic in the GLP-1 receptor inverse agonist counter-screen; HEK293 cAMP-luciferase reporter cells, luminescence, 24 h; Potency, µM (series often up to 38.3 µM), for the others: top-dose activity change, negative = inhibition, actives largely listed as inhibitors; hit rate 0.13% among 410,000; AID 624418;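 also: loss of luciferase light is scored as toxicity; potency is read from the fitted curve at half-maximal effect; % is scaled to controls: 0 for no effect and ±100 for the full control effect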
#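 Cells in DMEM/10% Nu serum/1% pen-strep, 1536-well format. Pre-incubated 12 h, dosed with 23 nL compound, incubated a further 24 h. Luciferase detection, 12 min at room temp, luminescence.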
# TDP-43 yeast inh: TDP-43 toxicity inhibition in yeast. AID 652104. TDP-43 expressing yeast growth rescue, BacTiter-Glo, 24 h. Potency, µM (doses to about 46.1 µM), without a hit: top-dose growth rescue (activation), usual class: activators. hit rate 1.8% among 410,000; also: potency is read from the fitted curve at half-maximal effect; % of control where 0% means no effect; nearly all actives have a fitted effect of over 50% in size
#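 Galactose-induced TDP-43 yeast, OD600=0.02, compound pinned; 24 hr, 30 deg C; BacTiter-Glo luminescence for growth. Inhibitors of TDP-43 toxicity read as activators.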
# pAkt inh: inhibitors of Akt phosphorylation; Neuro2A IGF-stimulated pAkt S473 HTRF, 20 min; active compounds read low; activity change, % for hits at 50 µM; hit rate 0.32% among 360,000; AID 651550; in the data active = activity change below about -80%; inconclusive = mostly about -51% to -80%; also: % is scaled to controls: 0 for no effect and ±100 for the full control effect
#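 Single-point screen (50 µM final compound) in Neuro2A cells stimulated 20 min with 6 nM IGF at 37 deg C. After lysis, Ser473-phosphorylated Akt read by HTRF (ex 330 nm, em 615/665 nm) as the 665/615 ratio.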
# aSyn yeast inh: alpha-synuclein toxicity inhibition in yeast; Yeast expressing alpha-synuclein, growth rescue, BacTiter-Glo, 24 h; Potency, µM (doses to about 46.1 µM), for inactives: top-dose growth rescue (activation), actives largely listed as activators; hit rate 0.14% among 370,000; AID 652106; also: potency is read from the fitted curve at half-maximal effect; % of control where 0% means no effect; nearly all actives have a fitted effect of over 65% in size
#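 Screening used galactose-induced yeast with toxic alpha-synuclein levels, exposed to compound for 24 hr at 30 deg C. Cell growth, read with BacTiter-Glo luminescence, gave the measured signal.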
# Abeta rescue: compounds reversing amyloid beta toxicity in yeast; yeast expressing A-beta42, growth rescue, OD600, 48 h; response scale: 0% DMSO, 100% iron-clioquinol control; Potency, µM (doses to about 46.1 µM), for the others: at the top dose growth rescue, hits mostly activators; hit rate 0.063% among 410,000; AID 1347071; also: potency is read from the fitted curve at half-maximal effect; nearly all actives have a fitted effect of over 55% in size
#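 Growth rescue measured by 600 nm absorbance after 48 h yeast culture at 30 C with compound. Values normalized between DMSO and an equimolar ferric chloride plus clioquinol control.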
# MmCpn inh: blocks the Methanococcus maripaludis chaperonin Mm-Cpn; purified Mm-Cpn ATPase, ADP Transcreener TR-FRET; Potency, µM (titrated, usually from 76.9 µM), without a hit: at the top dose activity, negative = inhibition, actives largely listed as inhibitors; hit rate 0.031% among 330,000; also: potency is read from the fitted curve at half-maximal effect; % is scaled to controls: 0 for no effect and ±100 for the full control effect; nearly all actives have a fitted effect of over 80% in size
#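 Eu-cryptate anti-ADP/ADP-d2 competition gives a ratio inversely related to ADP. Enzyme at 25 nM was pre-exposed to compound for 10 min, then given 10 uM ATP for 30 min, 37°C throughout.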
# The depositor's hits bear a star; i = inactive; u = inconclusive; x = no result given; [ ] = remark or other dose. Unless noted, calls follow the shape of the dose curve; as a rule, active = well fitted curve in the direction sought with a large enough effect; inconclusive = small, poorly fitted or top-dose-only effect, or another doubt; inactive = no such curve, though single readings can be large; an effect the other way counts as inactive or inconclusive. Only part of the results is shown, so the mix of outcomes need not match the whole.
SMILES,FUS yeast rescue,PTHR1 ag,GLP1R inv ag,HEK293 tox,TDP-43 yeast inh,pAkt inh,aSyn yeast inh,Abeta rescue,MmCpn inh
CC(O)[C@H]1CN=C(N)N1CC(C)(C)C (some centres not stated),-15%,-37%[inhibitor],27%,9%,-6%,i,0%,-20%,x
CCOC(=O)Cc1csc(NC(=O)CN2C(=O)c3ccccc3C2=O)n1,-1%,-15%,7%,1%,3%,i,7%,10%,0%
N#Cc1nc(-c2ccco2)oc1NCc1ccco1,5%,i,58%[activator],-25%,-4%,i,-14%,-14%,-5%
O=C(CSc1ncnc2nc[nH]c12)N1CCN(c2ccccc2)CC1,-6%,i,-3%,4%,12%,x,x,34%,-2%
CC(C)N(CCNC(=O)C1CCN(S(=O)(=O)N2CCOCC2)CC1)Cc1ccccc1,-3%,i,0%,-2%,-14%,i,-8%,-7%,0%
Cc1cccc(C(=O)CC(=O)c2cc(Cl)ccc2O)c1,11%,-8%[57.5 µM],u,83%[activator],u,i,u,-43%[inhibitor],u
CCOc1ccc(N(CC(=O)N2CCCC2)S(=O)(=O)c2c(C)noc2C)cc1,-1%,i,-19%,-4%,20%,i,2%,1%,1%
O=C1CCCC2=C1C(c1cccs1)n1ncnc1N2 (configuration not stated),-12%,-6%[57.5 µM],-8%,-13%,-7%,i,-1%,5%,-1%
Cc1ccc(Cc2c(-c3ccc(C)cc3)nc3c4ccccc4ccn23)cc1,-16%,-19%,-1%,8%,26%,i,u,4%,x
NC1=NC(=O)/C(=C/c2ccccc2OS(=O)(=O)c2ccccc2)S1,5%,i,9%,1%[1.53 µM],11%,i,4%,18%,1%
COC(=O)CCP(=O)(O)Cc1ccccc1CP(=O)(O)CCC(=O)OC,0%,i,5%,-9%,12%,i,-1%,-2%,-2%
COC(=O)[C@H](Cc1ccccc1)NC(=O)[C@@]1(C)C[C@@H]1[C@@H](NC(=O)OCc1ccccc1)c1ccccc1,28%,i,u,-14%,14%,i,-7%,10%,0%
CCOC(=O)c1c(C)[nH]c(C(=O)COC(=O)C23CC4CC(CC(Cl)(C4)C2)C3)c1C,2%,-11%,u,5%,22%,i,4%,9%,0%
Cc1cc(C)c2c(-n3cccc3)c(NC(=O)OC(C)C)sc2n1,13%,-10%,u,2%,13%,i,7%,0%,1%
COc1cccc(-c2nc(NC3CCCC3)c3ccccc3n2)c1O,u,-18%,u,10%,u,i,-26%,0%,-2%
O=C(/C(=N\Nc1ccc(Br)cc1)Sc1nnnn1-c1ccccc1)c1ccccc1,16%,-2%,-4%,-5%,19%,i,8%,19%,-1%
COCCCn1c(SCC(=O)Nc2sc3c(c2C#N)CCCC3)nnc1-c1ccncc1,u,i,46%[activator],66%[activator],0%,i,7%,18%,-1%
CC(=O)c1ccc(OCC(C)C)c(CC(C(N)=O)C(N)=O)c1,-10%,-14%[57.5 µM],-11%,4%,-12%,i,-3%,1%,1%
COc1ccc(NC(=O)CC2C(=O)N(c3ccc(OC)cc3)C(=O)N2C(C)C)cc1 (configuration not stated),-9%,i,-6%,-10%,-16%,i,-7%,3%,-3%
CCOC(=O)C1CCCN(C(=O)CN2C(=O)c3ccccc3S2(=O)=O)C1 (configuration not stated),-26%,-36%[inhibitor],8%,-17%,11%,i,1%,1%,-1%
Cc1ccccc1CNC(=O)/C=C\C(=O)O,-14%,i,11%,0%,-3%,i,-6%,-14%,1%
Cc1cc(C)cc(-c2nc(-c3ccncc3)no2)c1,-28%,-9%,9%,-11%,u,i,-3%,-8%,-1%
Cc1ccc(-c2noc(-c3cc4ccccc4oc3=O)n2)cc1,-15%,-7%[57.5 µM],23%,6%,8%,i,-1%,13%,-1%
Nc1ccc(S(=O)(=O)NCC(=O)OCCOc2ccccc2)cc1[N+](=O)[O-],3%,-2%,11%,-6%,-21%,i,-1%,-2%,-1%
CCOC(=O)c1cc(-c2ccc(OC)c(S(=O)(=O)NC3CCCCC3)c2)on1,22%,-19%,3%,-13%,10%,x,x,0%,x
CC1(C)CC(=O)C=C(NC2CCCC(O)C2)C1 (configuration not stated),-7%,-25%,13%,-1%,17%,i,7%,3%,1%
COc1ccc(CCNCc2csc3nc4ccccc4n23)cc1OC,4%,i,-14%,11%,-13%,i,-1%,-5%,0%
COc1cc(SC)ccc1C(=O)Nc1ncc(Cl)cc1Cl,-11%,-19%,29%,11%,-4%,i,5%,-4%,-1%
O=C(NC1CC2CCCC(C1)N2Cc1ccccc1)C1CCCCC1 (configuration not stated),-4%,i,-7%,-11%,6%,i,0%,-7%,3%
CCc1ccccc1NC(=O)N1CCC(NC(=O)C(Cc2ccc(OC)c(OC)c2)NC(C)=O)CC1 (configuration not stated),4%,-2%,0%,3%,8%,i,-15%,12%,-1%

# Another view of some results above:
# Every second line gives: FUS yeast rescue | PTHR1 ag | GLP1R inv ag | HEK293 tox | TDP-43 yeast inh | pAkt inh | aSyn yeast inh | Abeta rescue | MmCpn inh
> Cc1cc(C)cc(-c2nc(-c3ccncc3)no2)c1
  -28% | -9% | 9% | -11% | u | i | -3% | -8% | -1%
> Cc1ccc(-c2noc(-c3cc4ccccc4oc3=O)n2)cc1
  -15% | -7%[57.5 µM] | 23% | 6% | 8% | i | -1% | 13% | -1%
> Nc1ccc(S(=O)(=O)NCC(=O)OCCOc2ccccc2)cc1[N+](=O)[O-]
  3% | -2% | 11% | -6% | -21% | i | -1% | -2% | -1%
> CCOC(=O)c1cc(-c2ccc(OC)c(S(=O)(=O)NC3CCCCC3)c2)on1
  22% | -19% | 3% | -13% | 10% | x | x | 0% | x
> CC1(C)CC(=O)C=C(NC2CCCC(O)C2)C1 (configuration not stated)
  -7% | -25% | 13% | -1% | 17% | i | 7% | 3% | 1%

# (listing goes on)
SMILES,FUS yeast rescue,PTHR1 ag,GLP1R inv ag,HEK293 tox,TDP-43 yeast inh,pAkt inh,aSyn yeast inh,Abeta rescue,MmCpn inh
CCS(=O)(=O)N1CC(=O)N(c2cccc(Cl)c2)C(C)(C(=O)NC2CCCCCC2)C1 (configuration not stated),-23%,18%,0%,1%,-6%,x,x,-34%[inhibitor],x
Cc1cccc2cc(CN(Cc3ccc(F)cc3)C(=O)N(C)C)c3nnnn3c12,31%,-56%[inhibitor],-28%,-4%,-12%,i,13%,0%,1%
CCCOc1cccc(C2C(C(=O)c3cccs3)=C(O)C(=O)N2CCN2CCOCC2)c1 (configuration not stated),22%,-7%,-1%,-11%,2%,i,7%,16%,-1%
CCOC(=O)CCP(=O)(O)C(O)(c1ccccc1)c1ccccc1,36%,i,5%,-19%,-22%,i,0%,-9%,-4%
CC(=O)c1ccc(NC(=S)NCCc2ccc(S(N)(=O)=O)cc2)cc1,6%,-37%[inhibitor],23%,3%,-15%[9.22 µM],i,2%,-10%,-5%
COc1ccc2[nH]c(CN3CCN(CCC(C)C)C(CCO)C3)c(C)c2c1 (configuration not stated),39%,-25%,-29%,8%,7%,i,2%,2%,0%
CCN(CC)S(=O)(=O)c1ccc2c(c1)nc(SCC(N)=O)n2-c1ccc(OC)cc1,6%,-21%,4%,-9%,11%,i,-7%,9%,-2%
O=C1NC2(CCCCCC2)Cc2ccccc21,16%,u,2%,3%,19%,i,7%,18%,0%
CCn1nc(C)c(CN2CCC(C(=O)Nc3cccc(-c4cccc(F)c4)c3)CC2)c1C,-8%,-12%,u,0%,13%,i,-15%,8%,-2%
Cn1nnnc1SCCNCc1ccc(OCc2ccc(Cl)cc2)cc1,-11%,-19%,-29%,-6%,-43%[inhibitor],x,-4%,-23%,x
CC(C)(C)OC(=O)COc1cc(F)ccc1[N+](=O)[O-],-17%,i,1%,-1%,15%,i,-6%,-9%,0%
C[C@H](CO)N1C[C@H](C)[C@@H](CN(C)C(=O)Nc2ccc3c(c2)OCO3)Oc2c(NC(=O)Cc3ccccc3)cccc2C1=O,10%,22%,3%,2%,-6%,i,1%,7%,3%
COC(=O)c1cccc(NC(=O)c2cc(OC)c(OC)c(OC)c2Br)c1,11%,i,4%,3%,28%,i,3%,8%,-1%
Cc1ccc2nc(CNC(=O)C3CCC(=O)N(Cc4ccccc4F)C3)cn2c1 (configuration not stated),x,-2%,-3%,-4%,14%,i,-7%,0%,0%
Cc1ccc2nc(SCC(=O)NCC3CCCO3)c(C#N)cc2c1 (configuration not stated),-13%,i,2%,23%,10%,i,0%,6%,-5%
CCOc1ccccc1C1CC(=O)NC2=C1C(=O)CCC2 (configuration not stated),-8%,i,-18%,-16%,8%,i,0%,10%,3%
O=C(NCc1ccc(Cl)cc1)c1cnc2sc(N3CCCC3)nn2c1=O,0%,-14%,-2%,-7%,11%,x,x,-2%,x
CCOC(=O)c1c(-c2cccc([N+](=O)[O-])c2)csc1NC(=O)CCCOc1ccccc1,-3%,-26%,22%,-15%,13%,i,2%,0%,1%
COc1ccc(Oc2c(C)oc3c(CN4CCOCC4)c(O)ccc3c2=O)cc1,0%,-8%[57.5 µM],u,4%,-4%,i,-4%,0%,1%
CCOC(=O)/C(=C/C=C1\Sc2ccccc2N1CC)C(C)=O,24%,-3%,112%[activator],-1%,-5%[0.397 µM],i,1%,0%,-4%
CN1CCN(c2nc3c(c(=O)[nH]c(=O)n3C)n2CCCSc2nnnn2-c2ccccc2)CC1,9%,-20%,4%[0.307 µM],-4%[0.307 µM],-11%,i,5%,14%,0%
O=C1CC2C(=O)NCCN2C(=NC(=O)c2ccccc2)N1 (configuration not stated),3%,i,5%[7.66 µM],-7%[7.66 µM],8%,i,0%,13%,-4%

# Assay outcomes deposited in PubChem by National Center for Advancing Translational Sciences (NCATS).
